Screening data: PubChem BioAssay, National Center for Advancing Translational Sciences (NCATS)
TSG101-PTAP inh = blocks PTAP/TSG101 interaction to inhibit HIV-1 budding; Q99816; Fluorescence polarization, FITC-PTAP peptide / Tsg101 binding; Potency, µM (doses to about 115 µM), for inactives: top-dose activity change, negative = inhibition, hits mostly inhibitors; 340,000 tested, under 10 active; active = well fitted inhibition curve with a large enough effect in the main read-out, with a control signal flat, not every such curve was filed as active; inconclusive = small, poorly fitted or top-dose-only effect, or effect the other way, or a change in a side signal; inactive = no such curve, though single readings can be large or run the other way; note: potency is the fitted concentration of half-maximal effect; % of control where 0% means no effect
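Fluorescence anisotropy tracks displacement of a FITC-tagged PTAP peptide (50 nM) from the Tsg101 binding domain (10 uM), following a 20 min room-temperature incubation at pH 7.5.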
Tb PFK inh = T. brucei PFK enzyme inhibition; O15648; T. brucei PFK, ADP-Glo luminescence; Potency, µM (series often up to 57.5 µM), for inactives: at the top dose activity, negative = inhibition, most hits filed as inhibitors; hit rate 0.17% among 330,000; AID 485367;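 note: potency is the fitted concentration of half-maximal effect; 0% = uninhibited 1x PFK enzyme wells and -100% = no-enzyme wells; nearly all actives have a fitted effect of over 60% in size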
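Luminescent ADP detection (ADP-Glo, two-step: ATP depletion then ADP-to-ATP conversion for luciferase) reported PFK activity after 45 min room-temperature reaction of 1.25 nM enzyme with 0.5 mM F6P and 0.1 mM ATP at pH 8.0.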
Menin MLL FP TR = menin-MLL binding inhibition, Texas Red mutant peptide. O00255. Menin + Texas Red MLL mutant peptide, fluorescence polarization. Potency, µM (titrated, usually from 61.6 µM), for inactives: at the highest dose FP activity change, negative = inhibition, hits mostly inhibitors. hit rate 0.23% among 270,000; active = well fitted inhibition curve with a large enough effect in the polarisation, with a control signal flat, not every such curve was filed as active; inconclusive = small, poorly fitted or top-dose-only effect, or effect the other way, or a change in a side signal; inactive = no such curve, though single readings can be large or run the other way; the % refers to the polarisation; note: potency is the fitted concentration of half-maximal effect; % of control where 0% means no effect; many of its hits are not listed in these tables
Integrin act MD = integrin-mediated muscular dystrophy alleviation activation | alpha7betagal myoblasts, beta-gal FDG fluorescence, 48 h | Potency, µM (series often up to 38.3 µM), inactives show at the highest dose activation, hits mostly activators | hit rate 0.064% among 350,000;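 note: potency is the fitted concentration of half-maximal effect; 100% = response of the positive control SU9516; nearly all actives have a fitted effect of over 60% in size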
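Alpha7betagal+/- myoblasts (passage 13) were plated 16-24 hr, then exposed to compounds (1:260 dilution of DMSO stock) for 48 hours at 37C. After MPER lysis, β-galactosidase reporter activity was read as FDG fluorescence (ex 480/em 540) after 30 minutes.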
Giardia kill = kills Giardia lamblia; activity change, % at 7.66 µM, hits read low; Giardia lamblia trophozoite viability; hit rate 0.15% among 340,000; in the data active = activity change below about -80%; inconclusive = between about -30% and that limit;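 note: parasites exposed to compound for two days anaerobically before the ATP read; % is set by controls: 0 for no effect and ±100 for the full control effect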
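Killing of trophozoites was scored by loss of ATP luminescence after a 48 hrs anaerobic exposure to compounds at 37 deg C, using 100 cells per well.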
GALK inhibitor = galactokinase (human) inhibition. P51570. Purified GALK, Kinase-Glo residual ATP luminescence. hit rate 0.007% among 270,000. Potency, µM (highest dose often 57.5 µM), for the others: top-dose activity change, negative = inhibition, usual class: inhibitors; note: potency is the fitted concentration of half-maximal effect; % is set by controls: 0 for no effect and ±100 for the full control effect
Target sequence (P51570 whole entry, looked up): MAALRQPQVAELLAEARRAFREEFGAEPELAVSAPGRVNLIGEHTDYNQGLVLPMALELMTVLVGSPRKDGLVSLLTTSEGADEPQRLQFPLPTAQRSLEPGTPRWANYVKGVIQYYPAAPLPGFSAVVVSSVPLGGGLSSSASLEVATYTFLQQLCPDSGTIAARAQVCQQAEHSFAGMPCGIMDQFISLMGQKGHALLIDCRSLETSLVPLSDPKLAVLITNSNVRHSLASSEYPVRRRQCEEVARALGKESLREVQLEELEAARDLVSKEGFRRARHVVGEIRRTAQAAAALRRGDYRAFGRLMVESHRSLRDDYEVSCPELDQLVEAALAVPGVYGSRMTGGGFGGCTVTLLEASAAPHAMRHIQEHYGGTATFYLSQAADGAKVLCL
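Galactose (100 uM) and ATP (35 uM) were turned over by 5 nM GALK for 1 h at RT. Kinase-Glo Plus then converted the remaining ATP into a luminescent signal.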
B2AR arrestin = beta2AR (human) beta-arrestin recruitment activity; beta-arrestin recruitment to beta2AR, cell-based reporter; hit rate 0.02% among 330,000; Potency, µM (doses to about 46.1 µM), without a hit: at the top dose activation, usual class: activators;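 note: potency is the fitted concentration of half-maximal effect; 0% = DMSO controls and full agonism = EC100 isoproterenol or metaproterenol; nearly all actives have a fitted effect of over 65% in size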
S-ASM inh = blocks human secretory acid sphingomyelinase; P17405; placental ASM, HMU-PC fluorogenic substrate, 60 min; Potency, µM (top dose mostly 57.5 µM), for the others: at the highest dose activity change, negative = inhibition, usual class: inhibitors; hit rate 0.006% among 340,000; AID 504937; note: potency is the fitted concentration of half-maximal effect
Target sequence (P17405 47-631 limits assumed): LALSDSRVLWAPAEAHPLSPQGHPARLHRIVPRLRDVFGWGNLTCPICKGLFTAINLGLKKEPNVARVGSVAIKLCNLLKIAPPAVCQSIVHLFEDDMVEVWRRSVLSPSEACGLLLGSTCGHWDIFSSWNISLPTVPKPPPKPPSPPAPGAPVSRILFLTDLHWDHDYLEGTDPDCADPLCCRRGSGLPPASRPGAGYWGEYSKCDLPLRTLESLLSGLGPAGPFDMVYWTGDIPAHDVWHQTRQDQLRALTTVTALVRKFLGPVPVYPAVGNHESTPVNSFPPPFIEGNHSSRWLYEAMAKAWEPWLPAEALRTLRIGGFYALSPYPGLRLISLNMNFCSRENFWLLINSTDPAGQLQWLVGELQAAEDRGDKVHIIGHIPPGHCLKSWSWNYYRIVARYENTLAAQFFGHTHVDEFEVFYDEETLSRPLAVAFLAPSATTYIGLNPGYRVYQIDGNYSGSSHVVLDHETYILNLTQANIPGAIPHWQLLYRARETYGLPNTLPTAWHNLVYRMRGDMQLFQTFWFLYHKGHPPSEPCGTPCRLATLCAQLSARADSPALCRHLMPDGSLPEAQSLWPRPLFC
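qHTS format. ASM enzyme prepared from human placenta hydrolyses the fluorogenic substrate HMU-PC0 (9 uM final) over 60 min at 37 °C after a 10 min compound preincubation.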
PKM2 act = activators of human pyruvate kinase M2; AID 1631; hit rate 0.34% among 260,000; P14618; Potency, µM (series often up to 57.5 µM), for inactives: top-dose activation, most hits filed as activators; purified PKM2, Kinase-Glo ATP luminescence, activation; response scale: 0% is enzyme alone, no compound; note: potency is the fitted concentration of half-maximal effect; % is set by controls: 0 for no effect and ±100 for the full control effect; nearly all actives have a fitted effect of over 55% in size
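Purified hPK-M2 (>95%) run at intermediate activity with 0.1 mM ADP and 0.5 mM PEP in 50 mM imidazole pH 7.2, KCl, MgCl2; 1 h room temperature. ATP formed read by Kinase-Glo luminescence; normalized to uninhibited and no-enzyme controls.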
FBPA coupling cs = counter-screen for Giardia aldolase inhibitors: coupling enzyme system; hit rate 0.67% among 290,000; coupling enzyme system counterscreen, AmpLite Red fluorescence; activity change, negative = inhibition, % at 58.2 µM, hits read low; in the data active = activity change below about -30%; note: % is set by controls: 0 for no effect and ±100 for the full control effect
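First, compound is pin-transferred into glyceraldehyde-3-phosphate coupling-enzyme reagent at 57.5 uM final and held 10 min at RT. Next, substrate, coupling system and AmpLite Red are added. After 20 min RT, fluorescence (525/598 nm) is read.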
Chronic BCR inh = chronic active BCR signaling inhibition. ABC-DLBCL IkBa-CBG/CBR reporter, luminescence ratio, 4 h. Potency, µM (doses to about 46.1 µM), inactives show at the top dose ratio change, negative = lower green/red ratio, hits mostly inhibitors. hit rate 0.05% among 340,000. AID 493014; active = well fitted inhibition curve with a large enough effect in the signal ratio, with a control signal flat, not every such curve was filed as active; inconclusive = small, poorly fitted or top-dose-only effect, or effect the other way, or a change in a side signal; the % refers to the signal ratio;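 note: potency is the fitted concentration of half-maximal effect; plate controls were basal doxycycline-induced cells for no effect and cells given 10 µM MG132 for full effect; MG132 reads +100%, hits lower the ratio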
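TMD8 ABC-DLBCL cells carrying doxycycline-inducible green luciferase fused to IkappaBalpha plus unfused red luciferase were exposed to compounds (up to 46 uM) for 4 hrs at 37C. Activity came from the overlap-corrected green/red luminescence ratio.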
Active calls of the source: *; ? = inconclusive; . = not tested or not shown; & = joins results of further samples; [ ] = dose if it differs, or a comment. Unless noted, calls come from the whole dose curve; as a rule, active = well fitted curve in the direction sought with a large enough effect; inconclusive = small, poorly fitted or top-dose-only effect, or another doubt; inactive = no such curve, though single readings can be large; an effect the other way counts as inactive or inconclusive. Some of the compounds tested; rates above refer to the full screens.

molecule | TSG101-PTAP inh | Tb PFK inh | Menin MLL FP TR | Integrin act MD | Giardia kill | GALK inhibitor | B2AR arrestin | S-ASM inh | PKM2 act | FBPA coupling cs | Chronic BCR inh
N/C(=N\OC(=O)CCCCCN1C(=O)c2ccccc2C1=O)c1ccccn1 | 2% | 2% | -13% | -11% | -20 | 4% | -0.1% | -2% | 0% | 0 | 21%
Cc1ccc(OC(C)C(=O)Nc2ccc(C)c(S(=O)(=O)Nc3ccc(C)cc3C)c2)cc1 (stereo not drawn) | -1% | 0% | -7% | -44% | 3 | 1% | -1.8% | -15% | 3% | 3 | 3%
O=C(COC(=O)c1cc(-c2cccs2)nn1-c1ccccc1)Nc1ccc(Cl)c([N+](=O)[O-])c1 | 0% | 0% | -1% | 6% | -2 | 0% | 0.6% | -10% | -4% | 0 | 5%
O=C(O)c1cc([N+](=O)[O-])ccc1NCCCc1ccccc1 | -3% | . | ? | . | 19 | . | . | 3% | . | -6&-8 | .
CN1c2ccccc2Sc2cc(N)ccc21 | -4% | -2% | ? | -21% | 8 | 4% | -0.4% | -1% | -24% | -7 | ?
Cc1ccc(C)c2nc(SCC(=O)Nc3ccc4c(c3)OCO4)c(C#N)cc12 | -3% | 5% | . | 15% | -5 | -1% | 0.0% | 1% | 3% | 1 | 2%
O=C(O)CC/C(=N/Nc1ncc(C(F)(F)F)cc1Cl)C(=O)O | -3% | 1% | -9% | 9% | 8 | -2% | -1.7% | 2% | -27% | -12 | -2%
O=S(=O)(/C(=C/c1ccc(C(F)(F)F)cc1)c1nc2ccccc2[nH]1)c1ccccc1 | -2% | -10% | 36%[activator] | 21% | -18 | -2% | -0.3% | 0% | -3% | 1 | ?
Cn1c(COc2ccc([N+](=O)[O-])cc2)nnc1SCC(=O)NCC1CCCO1 (stereo not drawn) | -12% | 1% | -2% | ? | -10 | -3% | 0.1% | 3% | . | -1 | 1%
CC/C(Cc1ccccc1)=N\NC(=O)c1cc(C)oc1C | -3% | -1% | 1% | 16% | -18 | 2% | -0.8% | 4% | 2% | 0 | ?
CN(C)CCN1C(=O)C(=O)/C(=C(/O)c2ccc(F)cc2)C1c1ccccc1 (stereo not drawn) | 1% | -4% | 10% | 18% | -6 | 4% | -0.9% | 2% | -4% | 1 | -1%
CCCOc1ccc(/C=C/C(=O)NCc2ccccc2)cc1 | 0% | -6% | 0% | -12% | 8 | . | 0.1% | 0% | 3% | -1 | -1%
Cc1ccc(/C=N/NC(=O)Cn2nccc2C)o1 | -6% | 4% | 9% | ? | -8 | -2% | -0.2% | 3% | 2% | 1 | -2%
Cc1cccc(NS(=O)(=O)c2ccc(C)c(C(=O)OCC(=O)Nc3cc(C)on3)c2)c1 | 0% | -3% | 12% | -7% | 5 | 4% | -0.1% | -9% | 0% | -1 | ?
COc1ccc(-c2nnc(SCC(=O)Nc3cc(C)on3)n2N)cc1OC | 1% | -4% | -10% | -9% | -5 | 2% | -0.1% | 3% | 1% | 2 | -1%
Nc1nc2n(n1)C(c1ccccc1)CC(c1ccc(F)cc1)N2 (stereo not drawn) | -6% | 0% | 10%[11.7 µM] | 0% | -19 | 2% | 0.4% | 3% | 3% | 8 | ?
CC(Oc1cc2oc(=O)c3c(c2cc1Cl)CCCC3)C(=O)NCCN1CCOCC1 (stereo not drawn) | -6% | -1% | -11% | 0% | -12 | 6% | -0.2% | 0% | 1%[0.46 µM] | 1 | 1%
Clc1cccc(Cl)c1C1=NOC(c2nnc(-c3ccccc3)o2)C1 (stereo not drawn) | 2% | 12% | . | 10% | 33[activator] | -3% | -0.6% | 4% | 3% | 4 | ?
COc1cccc(CNC(=O)CCC(=O)N2Cc3cccc(OC)c3Oc3ncccc32)c1OC | 1% | 2% | . | -22% | 5 | -5% | 0.5% | 9% | . | . | 0%
COCCCN=Cc1c(C)[nH]n(-c2ccc(Br)cc2Br)c1=O | -1% | 1% | -22% | 0% | 7 | 1% | -0.1% | 1% | 10% | 3 | 5%
Cc1ccc(NC(=O)CN(C)S(=O)(=O)c2cccc3cccnc23)cc1F | 0% | 2% | . | ? | 8 | 3% | 0.1% | -4% | . | . | -4%
O=C(O)c1cc(N=Nc2c(O)ccc3ccccc23)cc(C(=O)O)c1 | -1% | 17% | ? | -4% | -2 | -5% | -0.3% | 11% | -58% | -1 | 6%
CCN(Cc1ccccc1)C(=O)c1ccc(N(C)S(=O)(=O)c2ccc(C)cc2)cc1 | -1% | -3% | . | -4% | -17 | . | -0.2% | . | . | . | 1%
Cc1occc1-c1nnc(SCC(=O)NC2(C#N)CCCC2)n1C | 0% | 0% | . | 38% | -3 | . | -0.9% | 4% | . | . | -1%
CC(C)NC(=O)CCCn1cc([N+](=O)[O-])cn1 | -1% | 0% | -2% | 18% | -1 | 8% | 0.1% | 2% | -13% | -2 | 1%
COc1ccc(S(=O)(=O)NCCc2c[nH]c3ccc(Cl)cc23)cc1 | 1% | 0% | 31%[activator] | 29% | 8 | -3% | -1.1% | -2% | 1% | 1 | 2%
COc1ccc(NC(=O)CSc2nncs2)cc1S(N)(=O)=O | -2% | 0% | . | -24% | -22 | -1% | -0.4% | 14% | 3% | 0 | ?
O=C(NC(=S)Nc1cccc(O)c1)c1ccco1 | -3% | -6% | 22% | 7% | 6 | -4% | -0.8% | 0% | -7% | -1 | ?
CC(=O)N1CCN(CC(=O)Nc2cccc(S(=O)(=O)N3CCCCC3)c2)CC1 | -1% | -1% | . | -22% | 7 | . | -1.0% | 3% | . | . | 3%
COC1CCN(Cc2c(C(=O)N3C[C@@H](C)O[C@@H](C)C3)nc3ccc(Cl)cn23)CC1 | 0% | 4% | 9% | 0% | 8 | -5% | 0.0% | 5% | -8% | 2 | 1%
COc1ccc(C(=O)NC(C)c2cnn(-c3ccccn3)c2C)o1 (stereo not drawn) | . | -6% | -2% | -13% | 5 | -1% | -0.3% | 0% | 0% | 0 | -6%
CCCCCSc1nc2c(c(=O)[nH]c(=O)n2C)n1CCc1ccccc1 | -6% | -6% | -27% | ? | -20 | 1% | -0.6% | 0% | -11% | -4 | -1%
COc1ccc(C2=NN(C(=O)CSc3nccn3C)C(c3ccco3)C2)cc1 (stereo not drawn) | -5% | -8% | . | 4% | -12 | . | 0.1% | 4% | . | . | 2%
COC(=O)COc1nc(C)c2c(c1C#N)CC(C)(C)OC2 | -2% | 1% | 7% | 20% | 4 | -1% | 0.3% | 2% | 5% | 8 | 1%
COc1ccc(S(=O)(=O)Oc2ccc3ccccc3c2)cc1 | 2% | 5% | 24% | -2% | 37[activator] | -1% | -1.4% | 0% | 0% | -1 | ?
O=c1cc(CSc2nc3ccccc3[nH]2)c2ccccc2[nH]1 | -7% | -10% | -4% | 20% | -4 | -1% | -0.3% | -1% | 21% | -11 | ?
Nn1c(SCC(=O)Nc2nccs2)nnc1-c1cccnc1 | -5% | -1% | . | 12% | 20 | . | -0.1% | 1% | . | . | 8%
CCN(CC)C(=O)CSc1nc(OC)cc(=O)[nH]1 | 0% | -4% | 12% | 13% | 6 | . | -0.6% | 5% | 4% | 1 | 3%
Cc1cc(C(F)F)n2nc(C(=O)Nc3ccc(S(=O)(=O)NC45CC6CC(CC(C6)C4)C5)cc3)nc2n1 | 2% | 1% | 26% | 3%[7.66 µM] | 0 | 0% | 0.1% | ? | -6% | 1 | ?
CC(OC(=O)c1ccc(Cl)nc1)C(=O)N1CCc2ccccc21 (stereo not drawn) | 0% | 0% | . | 11% | -18 | . | -0.5% | -7% | . | . | 1%
C=COc1ccc(N2C(=O)c3ccccc3OC2C)cc1 (stereo not drawn) | 3% | 1% | -19% | 23% | -13 | 1% | -0.7% | 1% | -1% | 0 | ?

At a glance, part of the list above.
molecule | TSG101-PTAP inh | Tb PFK inh | Menin MLL FP TR | Integrin act MD | Giardia kill | GALK inhibitor | B2AR arrestin | S-ASM inh | PKM2 act | FBPA coupling cs | Chronic BCR inh
COc1ccc(C2=NN(C(=O)CSc3nccn3C)C(c3ccco3)C2)cc1 (stereo not drawn) | -5% | -8% | . | 4% | -12 | . | 0.1% | 4% | . | . | 2%
COC(=O)COc1nc(C)c2c(c1C#N)CC(C)(C)OC2 | -2% | 1% | 7% | 20% | 4 | -1% | 0.3% | 2% | 5% | 8 | 1%
